Screening results as filed in PubChem.
GPR55 LPI antagonism – inhibition of LPI-stimulated GPR55 beta-arrestin translocation – imaging, U2OS, beta-arrestin-GFP, LPI agonist, primary screen (AID 2013). U2OS GPR55 beta-arrestin-GFP translocation imaging, LPI antagonism; higher % means a stronger effect. inhibition, % at 10 µM; hits with a dose series show IC50 in µM. actives 0.13% (n = 290,000);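 active = spots per cell inhibited over 60%, with over 100 cells counted and total cytoplasm intensity under 500,000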;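 note: U2OS cells stably carrying GPR55 and arrestin-GFP stimulated by 5 µM LPI near EC80; imaged beta-arrestin-GFP aggregate spots per cell after agonist stimulation; plate controls were LPI-stimulated DMSO wells for no effect and DMSO wells without LPI for full effect; some results filed as inactive read as strong as hits; confirmed hits need IC50 under 10 µM and bright autofluorescent wells are also inconclusive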
NOD1 NF-kB reporter – inhibition of NOD1-driven NF-kB reporter – cell-based, luminescence, uHTS, primary screen (AID 1578) | NOD1-driven NF-kB luciferase reporter cells, luminescence; higher % means a stronger effect | actives 1% (n = 290,000) | inhibition, % at 4 µM; hits with a dose series show EC50 in µM; in the data active = inhibition mostly above about 36%, no sharp cut-off; inactive = mostly below about 34%;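 note: HEK-293T reporter cells stimulated with the NOD1 agonist gamma-tri-DAP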
GPR35 arrestin U2OS – GPR35 antagonists blocking zaprinast-driven arrestin recruitment, primary screen, imaging, U2OS, beta-arrestin-GFP, zaprinast agonist (AID 2058); actives 0.052% (n = 290,000); inhibition, % at 10 µM; hits with a dose series show IC50 in µM; U2OS GPR35 beta-arrestin-GFP translocation imaging, zaprinast antagonism; higher % means a stronger effect;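 active = inhibition of at least 50% with at least 30 cells and total cytoplasm GFP at most 10,000,000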
GPR55 beta-arrestin – selective activators of receptor GPR55 – imaging, U2OS cells, beta-arrestin-GFP redistribution, primary screen (AID 1961); actives 0.048% (n = 290,000); activation, % at 10 µM; hits with a dose series show EC50 in µM; U2OS GPR55 beta-arrestin-GFP redistribution imaging; higher % means a stronger effect;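 active = activation above 40% with more than 50 cells counted in the well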;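 note: U2OS osteosarcoma cells stably expressing GPR55 and beta-arrestin-GFP; plate controls were DMSO negative control for no effect and LPI positive control for full effect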
KOR beta-arrestin-1 – KOR antagonists, beta-arrestin recruitment, cell-based, luminescence, uHTS (AID 1778) | actives 0.091% (n = 290,000) | KOR beta-arrestin recruitment, luminescence, antagonist mode; higher % means a stronger effect | inhibition, % at 10 µM, or IC50 in µM where a hit was titrated; in the data active = inhibition above about 50%; note: strong numbers were not always called active
Dengue-2 NS5 capping – flavivirus cap methylation enzyme inhibition – biochemical, confirmation dose response, primary screen (AID 588689) | Dengue-2 NS5 methyltransferase capping enzyme assay, biochemical; higher % means a stronger effect | one-dose inhibition, % at 25 µM; IC50 in µM for titrated hits | actives 0.3% (n = 340,000); in the data active = a potency from the dose series
KOR beta-arrestin-2 – kappa opioid receptor activators – cell-based, luminescence, uHTS, primary screen (AID 1777); KOR beta-arrestin recruitment, luminescence; higher % means a stronger effect; activation, % at 10 µM; hits with a dose series show EC50 in µM; actives 0.02% (n = 280,000); in the data active = activation above about 50%, passing the limit was not always enough; note: a part of the inactive calls stands beside numbers as strong as those of hits
HIV fusion peptide – cell-free HIV fusion peptide-binding blockers – biochemical, uHTS, fluorescence dequenching, primary screen (AID 1986); cell-free peptide binding, fluorescence dequenching, 30 min; higher % means a stronger effect; actives 0.3% (n = 290,000); inhibition, % at 20 µM, or IC50 in µM where a hit was titrated; in the data active = inhibition mostly above about 52%, no sharp cut-off; inactive = mostly below about 76%; note: some results filed as inactive read as strong as hits
West Nile antiviral – inhibition of WNV-induced cytopathic effect – cell-based, CPE readout (AID 1621). West Nile virus-infected cells, CPE inhibition; higher % means a stronger effect. CPE inhibition, % at 10 µM, or IC50 in µM where a hit was titrated. actives 0.02% (n = 290,000); in the data active = a potency from the dose series; note: strong numbers were not always called active
* = called active by the depositor; . = no result given; [ ] = another dose, or the depositor's remark. Some of the compounds tested; count on the stated rates, not on these rows.

SMILES | GPR55 LPI antagonism | NOD1 NF-kB reporter | GPR35 arrestin U2OS | GPR55 beta-arrestin | KOR beta-arrestin-1 | Dengue-2 NS5 capping | KOR beta-arrestin-2 | HIV fusion peptide | West Nile antiviral
CCN(CC)C(=S)SCC(=O)Nc1ncc2c(n1)CCCC2=O | 8% | -8% | 3% | 0.0% | 25% | 13% | 1.5% | -1.4% | 1.9%
CN(Cc1ccccc1)C(=S)Nc1ccc2nc3n(c(=O)c2c1)CCCCC3 | 8% | -34% | -6% | 1.5% | 7% | -4% | -1.0% | -1.2% | -0.8%
COc1cccc(Nc2nc(=O)[nH]nc2C)c1 | 12% | -3% | -6% | -0.2% | 20% | -1% | -2.5% | 1.1% | 0.0%
COc1ccc(Nc2ncnc3c2cnn3Cc2ccccc2)cc1OC | -2% | 24% | 14% | -0.2% | -17% | -1% | 10% | -2.6% | -0.9%
Cc1ccc(SCc2[nH]nc3c2C2(C(=O)Nc4ccc([N+](=O)[O-])cc42)C(C#N)=C(N)O3)cc1 (stereo unspecified) | 7% | -10% | 3% | 0.3% | 3% | 16% | 6.0% | -1.3% | 0.5%
CC(OC(=O)CN1C(=O)C2CCCCC2C1=O)C(=O)Nc1ncc(Cl)cc1Cl (stereo unspecified) | 12% | -2% | 6% | -0.1% | 9% | -2% | -0.4% | -2.4% | -0.1%
Cc1ccc(CNC(=S)Nc2cc(C)ccc2OC(F)F)cc1 | 5% | -20% | -10% | -0.2% | -4% | -1% | -5.5% | -1.5% | -0.6%
N#C/C(=C(\O)c1cc(Cl)sc1Cl)c1nc2ccccc2[nH]1 | -7% | 64%* | -9% | 0.4% | -73% | -5% | 6.1% | 0.9% | -0.1%
O=C1NC2(CCCCCC2)N=C1c1ccc(Br)cc1 | 2% | 7% | -1% | 0.1% | -9% | -2% | 12% | -0.1% | 0.6%
COc1ccc(O)c(C(=O)CC(=O)c2ccccc2)c1 | -2% | 20% | 0% | -0.2% | -17% | . | 1.6% | -0.9% | -0.2%
O=C(Nc1nc(-c2ccccn2)cs1)c1cccc(-n2cnnn2)c1 | -10% | 3% | -5% | 0.7% | 17% | -7% | 0.2% | 6.4% | -0.7%
CCOCCCNC(=O)C(c1ccc(C)cc1)N(Cc1ccc2c(c1)OCO2)C(=O)c1cnccn1 (stereo unspecified) | -1% | 1% | -4% | 0.3% | 20% | -7% | 5.0% | -0.6% | 0.1%
Cc1cc(C)n2nc(CC(=O)NNC(=O)COc3ccccc3)nc2n1 | 6% | -5% | 14% | -0.1% | -55% | -1% | 3.5% | 2.5% | -0.2%
Cn1c(O)c(N=NC(=O)Cn2ccc(C(F)(F)F)n2)c2ccccc21 | 3% | -15% | 2% | -0.2% | . | 5% | 7.3% | 2.8% | -0.1%
Cc1ccccc1S(=O)(=O)Cc1ccc(C(=O)NCCCN2CCN(C)CC2)o1 | -7% | -8% | 26% | 0.0% | -18% | -61% | 8.5% | -1.4% | -0.1%
COc1ccc(C)cc1NC(=O)CSc1nc2ccccc2nc1N1CCCCC1 | 0% | 0% | -4% | -0.1% | -14%[20 µM] | 0% | -0.2% | 0.6% | -1.3%
O=C(Nc1ccccc1)c1ccc(NCCc2ccccc2)c([N+](=O)[O-])c1 | -1% | -30% | 11% | 0.3% | -57% | -6% | 39% | 147% | -0.9%
O=C1C2C3C=CC(CC3)C2C(=O)N1c1nccs1 (stereo unspecified) | 3% | -17% | -10% | 0.1% | -15% | -4% | -2.8% | 1.1% | 0.0%
CCN1C(=O)C(CC(=O)Nc2ccc(OC)cc2)N(CCCN2CCN(c3ccc(OC)cc3)CC2)C1=S (stereo unspecified) | 11% | -33% | 12% | 0.0% | 2% | 1% | -1.3% | 1.2% | -1.4%
Cc1c(C)c2cc(Cl)c(OCC(=O)NCCCn3ccnc3)cc2oc1=O | 8% | -29% | 3% | -0.2% | -44% | 8% | 4.9% | 0.9% | -0.8%

The last 5 entries of the part before open the next one:
SMILES | GPR55 LPI antagonism | NOD1 NF-kB reporter | GPR35 arrestin U2OS | GPR55 beta-arrestin | KOR beta-arrestin-1 | Dengue-2 NS5 capping | KOR beta-arrestin-2 | HIV fusion peptide | West Nile antiviral
COc1ccc(C)cc1NC(=O)CSc1nc2ccccc2nc1N1CCCCC1 | 0% | 0% | -4% | -0.1% | -14%[20 µM] | 0% | -0.2% | 0.6% | -1.3%
O=C(Nc1ccccc1)c1ccc(NCCc2ccccc2)c([N+](=O)[O-])c1 | -1% | -30% | 11% | 0.3% | -57% | -6% | 39% | 147% | -0.9%
O=C1C2C3C=CC(CC3)C2C(=O)N1c1nccs1 (stereo unspecified) | 3% | -17% | -10% | 0.1% | -15% | -4% | -2.8% | 1.1% | 0.0%
CCN1C(=O)C(CC(=O)Nc2ccc(OC)cc2)N(CCCN2CCN(c3ccc(OC)cc3)CC2)C1=S (stereo unspecified) | 11% | -33% | 12% | 0.0% | 2% | 1% | -1.3% | 1.2% | -1.4%
Cc1c(C)c2cc(Cl)c(OCC(=O)NCCCn3ccnc3)cc2oc1=O | 8% | -29% | 3% | -0.2% | -44% | 8% | 4.9% | 0.9% | -0.8%
COc1cc2c(cc1OC)CN(CC(=O)Nc1cccc(C)c1)CC2 | 2% | 17% | -7% | -0.1% | 18% | 2% | -7.5% | 0.0% | -0.9%
CC(=O)Cn1cnc2scc(-c3ccc(C)c(C)c3)c2c1=O | -4% | 5% | 3% | -0.2% | -6% | . | -0.9% | -0.3% | 0.3%
C=CCn1c(SCC(=O)NCc2cccs2)nnc1C1CCCCC1 | -4% | -14% | 2% | -0.3% | 19% | 0% | 11% | 0.7% | -0.6%
CCn1c(=O)c2cc(C(=O)Nc3ccccc3OC)sc2c2ccccc21 | -14% | -8% | -4% | -0.1% | -14% | -16% | 3.8% | 0.9% | -0.2%
COc1ccc(NC(=S)N(CCN2CCOCC2)Cc2cc3cc4c(cc3[nH]c2=O)OCCO4)cc1 | 3% | -18% | 98%* | -0.2% | -3% | -5% | -3.5% | 2.0% | 0.3%
Cc1sc2ncn(CC(=O)NCCCC(=O)N(C)Cc3ccccc3)c(=O)c2c1C | -5% | -7% | -25% | 0.1% | 13% | -1% | -3.1% | 0.5% | -0.3%
O=C(O)c1ccc2c(c1Sc1ccccc1)C(=O)c1ccccc1C2=O | 2% | 6% | 7% | 0.1% | 12% | . | 3.2% | 0.8% | 0.0%
CCN(CC1CCCO1)C(=O)C1CCN(C2CCN(Cc3ccccc3C)CC2)CC1 (stereo unspecified) | 11% | 6% | 8% | -0.1% | 1% | 1% | 9.2% | 0.4% | -0.5%
CNS(=O)(=O)c1cc(N(C)S(=O)(=O)c2ccc(C)cc2)c(C)cc1C | 11% | -2% | 2% | 0.4% | 24%[20 µM] | -1% | -0.4% | -0.4% | -1.1%
COc1ccc(-c2cn(Cc3ccc(C(=O)c4ccccc4)cc3)nn2)cc1 | 1% | 20% | 4% | 0.5% | -113%[20 µM] | . | -0.4% | 0.5% | -1.6%
CC(OC(=O)c1ccc(Cl)c(S(=O)(=O)N2CCCC2)c1)C(=O)NC1CCCCC1C (stereo unspecified) | 51% | 21% | 8% | 0.0% | 36% | . | -6.5% | -1.6% | -0.9%
CN(C)/C=C(\C#N)C(=O)c1cccc(Oc2ccc(Br)cc2)c1 | -3% | -8% | 1% | -0.1% | -24% | -6% | 3.5% | -0.6% | 0.5%
CNC(=S)N1C2CCCC1CC(NC(=O)c1ccc(F)cc1)C2 (stereo unspecified) | 2% | -5% | 16% | 0.3% | -21% | -3% | 0.7% | 2.9% | 0.1%
Cc1ccc(S(=O)(=O)N2CCOCC2)cc1NC(=O)COc1ncnc2ccccc12 | -5% | 32% | -1% | -0.4% | . | 1% | 5.7% | 0.2% | -0.3%
Cc1ccc(-c2ccc(SCC(=O)Nc3cc(C)on3)nn2)cc1 | -6% | -43% | 6% | -0.6% | -39% | 1% | 1.3% | 11% | -0.3%
CCN(CC)c1ccc(S(=O)(=O)N(CC)CC)cc1NC(=O)C1CCCC1 | 5% | -44% | -8% | -0.5% | 2% | 2% | -3.7% | -2.2% | -0.9%
CC1CCCCC1NC(=O)CSc1nncs1 (stereo unspecified) | 1% | -6% | 7% | -0.2% | -61% | -1% | -3.1% | 2.1% | 0.4%
Cc1nnc2ccc(-c3ccc(NS(C)(=O)=O)cc3)nn12 | -4% | -21% | 1% | 0.4% | 23% | -13% | -4.9% | -1.6% | 0.2%
COc1cccc(NC(=O)N2CCC(N3CCCCC3)CC2)c1 | -5% | -59% | -2% | 0.4% | -24% | -3% | -4.0% | 0.5% | -0.1%
Cc1ccc(C(C(=O)NC2CCCC2)N(Cc2ccco2)C(=O)CCC(=O)Nc2cc(C)on2)cc1 (stereo unspecified) | -3% | -15% | 5% | 0.3% | 9% | 2% | 1.1% | 2.3% | -0.6%
COc1ccc(Br)cc1CNc1ccc(N2CCOCC2)cc1 | 14% | 15% | -2% | 0.0% | -12% | 7% | -3.1% | -5.3% | -1.0%
COc1ccc(NC(C)=O)cc1C#N | -4% | -33% | -1% | -0.1% | -30%[20 µM] | -6% | 0.5% | 0.6% | 1.6%
Cc1c(C(=O)OCCN2CCCCC2)oc2ccccc12 | 3% | 0% | -3% | -0.3% | 13% | 5% | 5.2% | -0.3% | -0.2%
O=[N+]([O-])c1ccc2nc(SCc3cn4cccnc4n3)[nH]c2c1 | 0% | -4% | 11% | 1.0% | 20% | -5% | 2.0% | -0.1% | -0.1%
CCOC(=O)c1c(C)n(CC)c2c1cc(O)c1ccccc12 | -1% | 1% | -8% | 0.0% | -44% | -3% | -1.7% | -1.1% | 0.0%
CC(C)C1N(C(=O)CN2CCCCC2)CCN1S(=O)(=O)c1ccccc1 (stereo unspecified) | -2% | 3% | -6% | 0.5% | 0% | -9% | 3.1% | 0.0% | -0.5%
CNC(=O)Nc1cccc(-c2ccnc(C)n2)c1 | -4% | -14% | 11% | -0.3% | 3% | 5% | 1.8% | -0.3% | 1.3%
CCn1c2ccccc2c2cc(NC(=O)c3ccccc3-c3ccccc3C(=O)O)ccc21 | 9% | 21% | 8% | 1.0% | 2% | 43µM* | 16% | 38% | 0.3%
CC(C)(CO)NCc1ccc(Br)cc1 | -7% | -22% | 1% | -0.3% | -8% | -3% | 0.7% | -0.3% | -0.2%
